GPR151 activ: activators of human GPR151; Q8TDV0; PathHunter beta-arrestin GPR151 cells, luminescence; activation, % at 11.2 µM; hit rate 1% among 650,000; AID 1508602; in the data active = activation above about 4.9%;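 also: 0% = median of compound wells and 100% = cells with positive control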
TEAD-YAP block: TEAD-YAP interaction inhibition; HEK-TIYL cells, TEAD-Gal4/YAP UAS-luciferase luminescence; inhibition, % at 9.12 µM; hit rate 1.4% among 640,000; in the data active = inhibition above about 32%;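 also: 0% = median of test compound wells and 100% = reference inhibitor wells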
MITF inh: human MITF inhibition, primary screen; AlphaScreen MITF homodimerization, bead proximity signal; hit rate 0.91% among 650,000; O75030; inhibition, % at 2.6 µM; in the data active = inhibition above about 50%;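 also: 0% = vehicle wells with protein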
FBW7 act: human FBW7 E3 ligase activation, primary screen. normalized activity (activation), % at 26.1 µM. AlphaScreen FBW7–phospho-cyclin E peptide binding, activator screen. hit rate 0.13% among 650,000. Q969H0; in the data active = normalized activity above about 1.9%;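 also: purified mutant Fbw7 with reduced substrate affinity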
Target sequence (Q969H0 whole entry, looked up): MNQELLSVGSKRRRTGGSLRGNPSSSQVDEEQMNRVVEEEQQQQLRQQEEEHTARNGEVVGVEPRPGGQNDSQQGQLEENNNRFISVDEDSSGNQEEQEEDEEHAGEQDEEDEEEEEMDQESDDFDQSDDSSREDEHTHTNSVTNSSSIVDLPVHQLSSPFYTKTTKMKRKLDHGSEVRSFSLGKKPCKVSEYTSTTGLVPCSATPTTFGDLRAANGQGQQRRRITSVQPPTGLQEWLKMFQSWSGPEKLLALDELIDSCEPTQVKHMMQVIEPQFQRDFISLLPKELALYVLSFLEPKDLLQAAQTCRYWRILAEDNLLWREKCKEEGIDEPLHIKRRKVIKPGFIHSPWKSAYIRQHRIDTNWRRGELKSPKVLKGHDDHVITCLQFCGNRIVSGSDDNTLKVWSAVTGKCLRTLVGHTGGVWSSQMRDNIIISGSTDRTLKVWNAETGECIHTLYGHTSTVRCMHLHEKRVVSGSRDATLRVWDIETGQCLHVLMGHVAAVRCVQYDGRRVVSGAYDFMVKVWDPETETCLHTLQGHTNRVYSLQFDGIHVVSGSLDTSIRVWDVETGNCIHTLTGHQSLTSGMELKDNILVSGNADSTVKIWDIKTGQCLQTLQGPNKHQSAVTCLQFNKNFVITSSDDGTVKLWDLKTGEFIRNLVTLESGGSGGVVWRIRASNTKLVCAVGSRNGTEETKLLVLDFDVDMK
The depositor's hits bear a star; . = not tested or not shown.

Compound,GPR151 activ,TEAD-YAP block,MITF inh,FBW7 act
COc1ccc2cc3c(N)nn(C(=O)c4cc(OC)c(OC)c(OC)c4)c3nc2c1,0.2,51*,19,0.4
CN(CCC#N)C(=O)COC(=O)CCNC(=O)c1ccc([N+](=O)[O-])cc1,0.3,14,5,0.2
C#CCCCO/N=C1\C[C@@H](O)[C@@H](O)[C@@H]2[C@@H]3C(=O)N(C4CCCCC4)C(=O)[C@@H]3CC[C@H]12,-1.1,.,1,-0.1
CCCCn1cnc2scc(-c3ccc(OC)cc3)c2c1=O,3.4,9,14,0.0
Cn1c(=O)[nH]c(=O)c2c1nc(NCCO)n2CCCOc1ccccc1,3.2,-6,5,0.2
N#Cc1ccc(NC(=O)c2nn3c(C(F)(F)F)cc(-c4ccccc4)nc3c2Cl)cc1,0.2,-4,3,-0.1
CCCN1CCN(c2cc(Nc3cccc(OC)c3)c3c4c(onc24)-c2ccccc2C3=O)CC1,1.8,6,61*,-0.4
O=C(N1CCOCC1)C12CCC3CC(CC(C3)C1)C2,0.6,13,17,0.0
COc1cc(NS(=O)(=O)c2ccc(NC(=O)C3CCCO3)cc2)nc(OC)n1 (stereo not given),1.1,7,14,-0.2
CCc1ccccc1-n1c(-c2ccncc2)n[nH]c1=S,0.1,-6,6,-0.2
CCOc1ccc(NC(=O)c2sc3ncnc(N4CCN(c5ccccc5OC)CC4)c3c2C)cc1,0.3,0,-1,0.1
O=C(/C=C/c1ccc(F)cc1)NC(Cc1c[nH]c2ccccc12)C(=O)O (stereo not given),-1.3,-5,-13,0.0
Cc1ccc(/C=C/C(O)=C2/C(=O)N(C)C3(C)CC2c2ccccc2O3)cc1 (stereo not given),0.0,-7,-8,-0.1
CC(=O)c1ccc(NC(=O)CSc2nnc3c(C)cc4cc5c(cc4n23)OCCO5)cc1,0.9,-3,4,0.0
O=C(Nc1nccs1)c1cc(-c2ccccc2)nc2ccccc12,-0.8,7,-6,-0.1
COC(=O)C1CC(=O)N(C)C12CCN(CCCc1ccccc1)CC2 (stereo not given),-0.8,3,0,0.1
CCc1cnc2c(c1SCC(=O)Nc1ccc(C(=O)OC)cc1)c(=O)n(C)c(=O)n2C,1.3,1,4,0.5
O=C1c2cccc3c([N+](=O)[O-])ccc(c23)C(=O)N1c1ccc(Br)cc1,-0.8,-1,-3,0.1
Cc1ccc(-c2csc3ncc(C(=O)N4CCCCC4)c(=O)n23)cc1,1.2,-2,9,0.1
O=[N+]([O-])c1ccc(Nc2nc3ccccc3nc2NS(=O)(=O)c2ccccc2)cc1,2.6,4,18,0.5
CCNC(=O)CSc1nnc(-c2ccoc2C)o1,-0.5,7,15,0.4
Cc1cc(NC(=O)CSc2nnc3[nH]c(=O)c(C)c(C)n23)no1,-2.3,-1,-11,-0.1
CC(=O)NC12CC3CCC(CC(C3)C1)C2,1.7,2,5,-0.1
O=C(Nc1nc(-c2ccccc2)cs1)C(F)(F)F,1.1,-15,14,-0.6
COc1ccc(CCN2C(=S)N(c3ccccc3)C(=O)C2CC(=O)Nc2ccc(Cl)cc2)cc1 (stereo not given),0.8,0,-6,0.3
CCCN(CCO)Cc1cccc(Cl)c1,-0.1,-6,25,-0.2
O=c1c2cc(Br)ccc2nc2n1CCCCC2,-1.4,-65,14,0.2
Cc1ccc2c(NC(=O)c3ccc[nH]c3=O)cccc2n1,-0.4,-20,-5,-0.1
O=C(COC(=O)c1cc(O)c(O)c(O)c1)NC1CCCc2ccccc21 (stereo not given),-0.8,8,32,-0.2
COc1ccc(C(=O)Nc2c3c(nn2-c2ccc(F)cc2)CS(=O)(=O)C3)cc1OC,0.9,6,-3,0.2
COc1ccc2oc(=O)c(-c3nnc(Nc4cccc(C)c4)s3)cc2c1,1.3,1,-7,-0.2
Cc1nnc2sc(SCC(=O)Nc3nccs3)nn2c1=O,-5.8,6,-4,-0.4
Cc1cc(OCCCN2CCN(Cc3ccccc3)CC2)ccc1[N+](=O)[O-],2.5,8,70*,-0.3
O=C(CC1(O)C(=O)Nc2ccc(F)cc21)c1ccccn1 (stereo not given),-0.2,13,-1,0.1
C[C@@H]1CN(C(=O)c2nc3sccn3c2CNCc2cc3cc(F)ccc3[nH]2)C[C@H](C)O1,0.4,-8,-12,0.1
Cc1nc2cc(C(=O)NCc3ccc(F)cc3)ccc2n1-c1ccc(OCc2ccccc2)cc1,0.0,-1,4,-0.1
CC(C)(C)c1ccc(NC(=O)CSc2cccc[n+]2[O-])cc1,3.9,-49,-11,-0.4
O=C(Nc1cccc(C(=O)c2ccccc2)c1)c1ccc2c(c1)C(=O)N(c1nccs1)C2=O,1.1,1,5,-0.2
CCN(CC)c1ccc2cc(-c3nnc(Nc4ccc(Br)cc4)s3)c(=O)oc2c1,-0.9,-2,14,0.5
N#C/C(=C\c1ccc(-c2ccccc2Cl)o1)c1nn(-c2ccccc2)c(N)c1C#N,0.5,-8,-2,0.1
Cn1c(=O)c2c(nc3n(-c4ccccc4)c(-c4ccc(Cl)cc4)cn23)n(C)c1=O,0.2,-4,-7,-0.1
CCCCNCCOCCOc1ccccc1C,2.6,-1,46,0.3
CC(=O)c1ccc(S(=O)(=O)NCCc2cn3ccc(C)cc3n2)cc1,5.0*,-4,5,-0.1
CC(=O)CSc1ccc(-c2nc3cc(C)c(C)cc3[nH]2)cn1,-1.3,81*,-5,-0.2
Cc1ccnc(NS(=O)(=O)c2ccc(N=CC3=C(O)c4ccccc4C3=O)cc2)n1,1.1,-11,23,-0.1
Cc1nn(C)c(C)c1-c1cncc(C(=O)NCc2cccc(C(F)(F)F)c2)c1,-2.3,-3,7,0.1
COc1ccc(CC2(CO)CCN(C3CCSCC3)CC2)cc1,2.6,0,16,0.1
C=CCOc1ccccc1/C=N/n1nnnc1N,2.6,19,8,0.9
Cc1cc(N(CC(=O)NCCCOC(C)C)S(C)(=O)=O)ccc1Br,-0.6,6,6,0.3
COc1ccc([C@@H]2CN(C(=O)Cc3ccccc3F)C[C@H]2C(=O)O)cc1,0.4,-6,-3,0.3
Cc1ccc(C)c(C2=NN(c3nc(-c4ccc(S(=O)(=O)N5CCCCC5)cc4)cs3)C(c3cccc([N+](=O)[O-])c3)C2)c1 (stereo not given),0.6,-9,3,0.0
c1cc2cc(NC3CCNCC3)ccc2cn1,0.2,5,3,0.3
O=C(Nc1nnc(CSCc2ccccc2)s1)c1ccc(F)cc1,0.0,4,14,0.2
COc1ccc(OCC(=O)Nc2ccc(-c3nc4ccccc4s3)c(O)c2)cc1,1.8,-52,-25,0.0
O=C(/C=C/c1ccccc1)Nc1cccc(C(=O)c2cccc(NC(=O)/C=C/c3ccccc3)c2)c1,0.9,-7,-1,-0.1
O=C(CC(c1ccccc1)c1ccccc1)NCCO,0.3,2,-1,0.0
Cc1ccc2c(CC(=O)OCC(=O)NC(N)=O)coc2c1,0.9,7,-3,0.0
COc1ccc(C(=O)Nc2c3c(nn2-c2ccc([N+](=O)[O-])cc2)CS(=O)(=O)C3)cc1,1.9,3,8,0.1
O=C(Nc1ccc(-c2noc(COc3ccccc3Cl)n2)cc1)c1ccco1,-0.8,-64,11,0.3
COc1ccc(NC(=O)NC(N)=O)cc1,-0.3,-4,4,0.0

(cont.)
Compound,GPR151 activ,TEAD-YAP block,MITF inh,FBW7 act
COc1cc(/C=C2/C(=O)N(c3ccc(S(N)(=O)=O)cc3)N=C2C)ccc1OC(=O)c1cccs1,-0.6,3,7,-0.3
O=c1c(NC2CCCCCC2)c(-c2ccc(Cl)cc2)c1=O,-2.3,0,-4,-0.1
CC(C)CN1CCN(C(=O)c2ccco2)CCC1=O,1.3,5,-5,-0.2
CCC1CCCCN1C(=O)Cc1ccccc1[N+](=O)[O-] (stereo not given),-0.9,2,9,0.1
S=c1[nH]nc(C2OCCc3ccccc32)o1 (stereo not given),0.1,-3,-3,-0.2
COC(=O)c1cc(C(=O)NNc2c(F)c(F)cc(F)c2F)cc([N+](=O)[O-])c1,0.7,4,7,0.7
O=C(Nc1nnc(Cc2ccc(Cl)cc2Cl)s1)c1cccs1,0.9,-5,-18,-0.1
NC(=O)c1c(NC(=O)COC(=O)C23CC4CC(CC(C4)C2)C3)sc2c1CCCC2,-0.4,-1,13,0.2
N=CC1=C(O)CC(c2ccccc2)CC1=O (stereo not given),-0.5,-1,-9,-0.1
O=C(NC1CCN(Cc2ccccc2)CC1)c1ccnc(Nc2ccccc2)c1,-0.3,1,-13,-0.1
CC(=O)n1cc(/C=N/NC(N)=O)c2ccccc21,-0.2,-14,4,-0.2
Cc1ccc(/C(O)=C2/C(=O)C(=O)N(CC(C)O)C2c2cccnc2)cc1 (stereo not given),-0.2,-3,-2,-0.1

Four entries from above, as labelled records.
mol: N=CC1=C(O)CC(c2ccccc2)CC1=O (stereo not given)
  GPR151 activ = -0.5	TEAD-YAP block = -1	MITF inh = -9	FBW7 act = -0.1
mol: O=C(NC1CCN(Cc2ccccc2)CC1)c1ccnc(Nc2ccccc2)c1
  GPR151 activ = -0.3	TEAD-YAP block = 1	MITF inh = -13	FBW7 act = -0.1
mol: CC(=O)n1cc(/C=N/NC(N)=O)c2ccccc21
  GPR151 activ = -0.2	TEAD-YAP block = -14	MITF inh = 4	FBW7 act = -0.2
mol: Cc1ccc(/C(O)=C2/C(=O)C(=O)N(CC(C)O)C2c2cccnc2)cc1 (stereo not given)
  GPR151 activ = -0.2	TEAD-YAP block = -3	MITF inh = -2	FBW7 act = -0.1

Later entries
Compound,GPR151 activ,TEAD-YAP block,MITF inh,FBW7 act
O=C1CCC(CCNCc2cc3c(cc2Cl)OCO3)N1Cc1ccccc1 (stereo not given),1.2,-7,-8,-0.3
CC1CCc2nc(NC(=O)COc3ccc(Cl)cc3)sc2C1 (stereo not given),1.7,2,9,-0.1
Cc1ccc(-c2nn(-c3cc([N+](=O)[O-])ccc3N3CCN(CCO)CC3)c(=O)c3ccccc23)cc1C,-0.4,10,13,-0.2
CCSc1nnc2c(n1)OC(c1ccc(OCC(=O)O)c(OC)c1)Nc1ccc(Br)cc1-2 (stereo not given),-0.2,4,4,-0.1
CC1=C(C(=O)OCCCc2ccccc2)C(c2ccsc2)NC(=O)N1C (stereo not given),0.5,-4,1,0.0
CCOc1ccc(C(=O)Nc2cc(-c3cn4cccnc4n3)ccc2OC)cc1OCC,-0.6,4,17,0.7
COc1ccc(CCNCC(O)COc2c(C)cccc2C)cc1OC (stereo not given),-1.8,-2,21,-0.1
FC(F)(F)c1cc(-c2cccs2)nc2cc(-c3cccc(Br)c3)nn12,0.9,-5,5,0.5
COCCn1c(C)cc(C(=O)CSc2nnc(-c3ccc4c(c3)OCO4)o2)c1C,-3.4,-1,1,0.0
c1ccc(-n2cnc3c(NCc4nc5ccccc5[nH]4)nc(-c4ccc(N5CCOCC5)nc4)nc32)cc1,0.4,44*,11,0.0
C#CCN(Cc1ccco1)C(=O)CC1(c2ccccc2OC)CC(=O)N(CCOC)C1=O (stereo not given),0.5,-16,-2,-0.1
Cc1ccc(C(=O)Nc2nnn(C)n2)c(Cl)c1,-0.4,-28,10,-0.1

Arranged by formula weight (low to high): some entries from above.
Compound,GPR151 activ,TEAD-YAP block,MITF inh,FBW7 act
CC1CCc2nc(NC(=O)COc3ccc(Cl)cc3)sc2C1 (stereo not given),1.7,2,9,-0.1
FC(F)(F)c1cc(-c2cccs2)nc2cc(-c3cccc(Br)c3)nn12,0.9,-5,5,0.5
C#CCN(Cc1ccco1)C(=O)CC1(c2ccccc2OC)CC(=O)N(CCOC)C1=O (stereo not given),0.5,-16,-2,-0.1

Remaining list, next part.
Compound,GPR151 activ,TEAD-YAP block,MITF inh,FBW7 act
O=C(NCCc1ccccc1Cl)C1CC(=O)N(C2CCCCC2)C1 (stereo not given),-0.9,12,8,0.3
COCCNC(=O)CCCc1nnc2n(CC(C)C)c(=O)c3sccc3n12,2.6,-8,14,0.4
COc1ccc(C2C(C(=O)c3cccs3)=C(O)C(=O)N2c2nnc(C)s2)cc1OC (stereo not given),-1.3,2,5,-0.1
CCOC(=O)N1CCN(Cc2ccc(OC)cc2)CC1,0.1,6,6,-0.1
O=C(NCCN1CCOCC1)c1cnc(N2CCOCC2)s1,-1.5,1,16,0.3
CN1CCN(C(=O)c2ccc(SCc3ccccc3F)c([N+](=O)[O-])c2)CC1,-0.8,19,9,-0.1
O=C(NCc1nc(-c2ccc(Cl)cc2)no1)C12CC3CC(CC(C3)C1)C2,1.1,-4,0,0.1
COc1ccc(-c2cnn3c(N4CCC[C@H]4CO)ccnc23)cc1,-0.2,57*,-5,-0.4
COC(=O)c1ccc(CSc2ncnc3c2cnn3-c2ccc(F)cc2)o1,0.8,0,0,0.0
Cc1nn(C)cc1-c1nc2cnccn2c1NCc1ccc(F)cc1,0.4,5,9,-0.1
Cc1cc(NC(=O)c2cc3ccccc3o2)ccc1NC(=O)c1ccccc1,-0.2,4,13,1.2

Screens as filed in PubChem.
